# Source: PubChem (several laboratories)
# XIAP displacement: XIAP antagonists, biochemical, IAP family, fluorescence polarization (AID 1018) | XIAP BIR domain, fluorescence polarization peptide displacement; higher % means a stronger effect | displacement, % at 20 µM; hits with a dose series show IC50 in µM | hit rate 0.007% among 200,000; in the data active = displacement above about 50%; also: a part of the inactive calls stands beside numbers as strong as those of hits
# ER stress rescue: protection against thapsigargin-triggered cell killing – 384-well, CSM14.1, ATP luminescence, primary screen (AID 1222); cellular ATP content (survival), % at 20 µM, or EC50 in µM where a hit was titrated; CSM14.1 thapsigargin-induced death rescue, ATP luminescence; higher % means a stronger effect; 190,000 tested, under 10 active;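 active = EC50 below 50 µM in the dose-response confirmation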;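 also: death triggered by thapsigargin at about 15 µM added after 2 h compound pretreatment; cell ATP read after overnight thapsigargin exposure of roughly 18 to 22 hours; normalized against plate controls of thapsigargin alone and 5% DMSO vehicle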
# Yfh1-depleted yeast: mitochondrial function rescue without frataxin homolog – Friedreich's ataxia, plus single-dose screen, dose response (AID 1465); S. cerevisiae Yfh1-off respiration, WST-1 reduction, 72 h; higher fold induction means a stronger effect; fold induction at 50 µM; hits with a dose series show EC50 in µM; hit rate 0.074% among 220,000;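 active = fold induction of absorbance versus untreated yeast above a set limit, then at least 30% activation at any dose in follow-up; inconclusive = repeats straddling the limit, or above it without dose testing; inactive = fold induction below the set limit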;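 also: activators that raise dye reduction in frataxin-depleted yeast; strong numbers were not always called active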
# PMI inhibition: MPI inhibition at elevated mannose 6-phosphate – biochemical, fluorescence intensity, high mannose 6-phosphate, primary screen (AID 1220) | recombinant PMI enzyme, coupled fluorescence intensity; higher % means a stronger effect | inhibition, % at 20 µM, or IC50 in µM where a hit was titrated | hit rate 0.66% among 190,000; in the data active = inhibition above about 50%
# P. falciparum M17LAP: P. falciparum M17LAP inhibitors, primary screen, biochemical, fluorogenic H-Leu-NHMec substrate, 1536-well (AID 1619); inhibition, % at 30 µM, or IC50 in µM where a hit was titrated; recombinant M17LAP, H-Leu-NHMec fluorogenic kinetic assay; higher % means a stronger effect; hit rate 0.38% among 220,000;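 active = compound inhibiting the enzyme by more than half at any dose during confirmatory dose-response retesting; inconclusive = strong single-dose inhibitors picked by rank but not retested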;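 also: plate controls were full reaction with DMSO carrier for no effect and no enzyme background for full effect; strong numbers were not always called active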
# M1AAP inhibition: P. falciparum M1AAP inhibitors, biochemical, fluorogenic H-Leu-NHMec substrate, 1536-well (AID 1445) | recombinant M1AAP, H-Leu-NHMec fluorogenic kinetic assay; higher % means a stronger effect | one-dose inhibition, % at 30 µM; IC50 in µM for titrated hits | hit rate 0.42% among 220,000;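 active = primary inhibition above the hit cutoff, then over 50% inhibition at one or more dose response concentrations, cut at about 23% in these data, passing the limit was not always enough; inconclusive = conflicting primary data, or primary hits not chosen for dose response; inactive = low primary inhibition, or under 50% at every dose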;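 also: plate controls were DMSO full reaction for no effect and no enzyme background for full effect; strong numbers were not always called active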
# West Nile antiviral: West Nile virus antiviral activity, cell-based, CPE readout (AID 1621); West Nile virus-infected cells, CPE inhibition; higher % means a stronger effect; one-dose CPE inhibition, % at 10 µM; IC50 in µM for titrated hits; hit rate 0.02% among 290,000; in the data active = a potency from the dose series; inconclusive = CPE inhibition mostly from about 3.7% at the one dose, without a potency; inactive = the rest, 99 in 100 with CPE inhibition below about 2.2%; also: strong numbers were not always called active
# SIAH1 antagonists: Siah-1 peptide-binding antagonists, primary screen, biochemical, fluorescence polarization, rhodamine-plectin, uHTS (AID 1817). Siah-1 / rhodamine-plectin peptide fluorescence polarization; higher % means a stronger effect. displacement, % at 20 µM; hits with a dose series show IC50 in µM. hit rate 0.02% among 290,000;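 active = displacement of at least 50% at 20 µM, with a fluorescence ratio check between 0.3 and a set limit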;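 also: plate controls were Siah plus tracer with DMSO for no effect and tracer alone without Siah for full effect; strong numbers were not always called active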
# PhoP inhibition: PhoP-dependent GFP reporter repression – Salmonella Typhimurium, primary screen (AID 1863) | S. Typhimurium PhoP-regulated promoter GFP reporter, 4 h; higher % means a stronger effect | inhibition, % at 50 µM, or IC50 in µM where a hit was titrated | hit rate 0.16% among 300,000;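 active = inhibition over 29.93%, a cutoff 3 SD above the screen mean, later confirmed by dose response; inconclusive = inhibition over 29.93% but no dose response follow-up; inactive = inhibition at most 29.93% or unconfirmed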;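 also: 0% = low Mg2+ inducing control and 100% = high Mg2+ repressing control; strong numbers were not always called active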
# Active calls of the source: *; i = inactive; ? = inconclusive; · = not tested or not shown.
[1] COc1ccccc1CCNC(=O)CSc1ccc(-c2cccs2)nn1
[2] COc1ccc(-c2cc(C(=O)N/N=C/c3ccc4c(c3)OCO4)c3ccccc3n2)c(OC)c1
[3] CCCn1c(SCC(=O)N2CCc3ccccc32)nnc1-c1ccco1
[4] CCCCc1nc(NCCN2CCOCC2)c(C#N)c2c1COC(C)(C)C2
[5] C/C(CC(=O)Nc1ccc(N(C)C)cc1)=N\NC(=O)c1ccncc1
[6] COc1ccc(S(=O)(=O)Nc2ccc(S(=O)(=O)N3CCCCC3)cc2)cc1OC
[7] CCc1ccccc1N(CC(=O)Nc1cccc(N(C)S(C)(=O)=O)c1)S(C)(=O)=O
[8] O=C(OCCN1CCCCC1)c1ccccc1Cl
screen / no.,1,2,3,4,5,6,7,8
XIAP displacement,-0.7%,-6.4%,-2.6%,-2.3%,-6.9%,-1.2%,-3.4%,-1.5%
ER stress rescue,0.2%,-2.2%,-1.7%,-5.4%,0.5%,·,-1.9%,0.1%
Yfh1-depleted yeast,i,i,i,i,i,i,i,i
PMI inhibition,4%,21%,-5%,-6%,-12%,12%,-1%,-6%
P. falciparum M17LAP,6%,7%,-1%,2%,3%,7%,-11%,6%
M1AAP inhibition,3%,9%,5%,1%,14%,9%,0%,7%
West Nile antiviral,-0.8%,0.0%,-0.3%,-0.3%,0.3%,1.3%,-0.6%,0.2%
SIAH1 antagonists,8%,0%,-3%,-4%,6%,-2%,-4%,-4%
PhoP inhibition,1%,-9%,-6%,-8%,-2%,-12%,6%,4%

[9] Cc1c(N2C(=O)c3ccc4c5c(ccc(c35)C2=O)CC4)c(=O)n(-c2ccccc2)n1C
[10] COc1ccc(Cl)cc1-c1nc(N)nc(N(C)C)n1
[11] O=C(NCC(c1ccco1)N1CCCC1)c1ccccc1F (stereo unspecified)
[12] COC(Cn1c2c(c3cc(C)ccc31)CCCC2NCc1ccccc1)OC (stereo unspecified)
[13] CC(=O)c1cccc(NC(=O)NNC(=O)CCC(=O)Nc2ccc(C)c(C)c2)c1
[14] Cc1oc2c(c(=O)c1C)C(=O)CC(c1ccccc1)C2 (stereo unspecified)
[15] N#CC(C(=O)NC1CCCCC1)c1nc2ccccc2nc1N1CCOCC1 (stereo unspecified)
[16] Cc1ccccc1OCc1nc(-c2cccnc2)no1
screen / no.,9,10,11,12,13,14,15,16
XIAP displacement,21%,-3.0%,-10%,·,-0.9%,-0.9%,-0.7%,-1.3%
ER stress rescue,-3.6%,-1.9%,-2.3%,·,-6.2%,5.7%,-1.1%,2.0%
Yfh1-depleted yeast,i,i,i,i,i,i,·,i
PMI inhibition,9%,-7%,-13%,·,-11%,-18%,1%,·
P. falciparum M17LAP,-2%,6%,7%,6%,5%,11%,·,17%
M1AAP inhibition,2%,1%,16%,5%,28%,3%,·,-1%
West Nile antiviral,0.2%,0.2%,0.0%,-0.1%,0.2%,0.3%,·,0.2%
SIAH1 antagonists,18%,7%,-1%,-1%,-3%,0%,-1%,-2%
PhoP inhibition,6%,3%,4%,0%,-7%,-3%,·,4%

# Of the compounds above, three have two or more sulfur atoms.
[1] COc1ccccc1CCNC(=O)CSc1ccc(-c2cccs2)nn1
[6] COc1ccc(S(=O)(=O)Nc2ccc(S(=O)(=O)N3CCCCC3)cc2)cc1OC
[7] CCc1ccccc1N(CC(=O)Nc1cccc(N(C)S(C)(=O)=O)c1)S(C)(=O)=O
screen / no.,1,6,7
XIAP displacement,-0.7%,-1.2%,-3.4%
ER stress rescue,0.2%,·,-1.9%
Yfh1-depleted yeast,i,i,i
PMI inhibition,4%,12%,-1%
P. falciparum M17LAP,6%,7%,-11%
M1AAP inhibition,3%,9%,0%
West Nile antiviral,-0.8%,1.3%,-0.6%
SIAH1 antagonists,8%,-2%,-4%
PhoP inhibition,1%,-12%,6%

# Going on with the list.
[17] O=c1[nH]c2ccccc2cc1-c1nnn(-c2ccc(F)cc2)n1
[18] CN(C)c1ccc(-c2cc([C@H]3[C@@H]4C=CCC[C@@]4(C)C(=O)N3Cc3ccccc3)ccc2F)cc1
[19] Cc1c(Cc2ccccc2)sc(NC(=O)C(C)(C)C)c1C(N)=O
[20] Cc1ccc(CN(CC2CCCO2)C(=O)CN2C(=O)C(C(C)C)Oc3ccccc32)o1 (stereo unspecified)
[21] CC1CCCN(c2nc3ccccc3nc2C(C#N)C(=O)OC2CCCCC2)C1 (stereo unspecified)
[22] Cc1cc(NC(=O)c2c(-c3c(F)cccc3Cl)noc2C)no1
[23] COC(=O)Cc1nnc(NC(=O)C(C)C)s1
[24] COc1ccc(NC(=O)/C(=C/c2cccnc2)NC(=O)c2cccs2)cc1
screen / no.,17,18,19,20,21,22,23,24
XIAP displacement,-8.9%,·,-2.7%,-3.0%,-3.4%,·,-4.5%,·
ER stress rescue,-1.9%,·,0.9%,-0.9%,-0.2%,·,-3.1%,4.6%
Yfh1-depleted yeast,i,i,i,i,i,i,i,i
PMI inhibition,0%,·,22%,-2%,2%,·,-1%,8%
P. falciparum M17LAP,-2%,8%,1%,-7%,-2%,-1%,-10%,6%
M1AAP inhibition,-1%,1%,7%,5%,-1%,0%,-4%,6%
West Nile antiviral,0.8%,-0.8%,-0.8%,-0.2%,0.6%,-0.2%,-0.1%,-0.1%
SIAH1 antagonists,-2%,2%,-1%,1%,-4%,-6%,-4%,5%
PhoP inhibition,-10%,-3%,-13%,-9%,-5%,-13%,11%,9%

[25] CCCCCOC(=O)NCCOC(=O)Nc1ccc(C(=O)OCC)cc1
[26] O=C(CSc1ccc(-c2nc3ccccc3[nH]2)cn1)N1CCN(C(=O)c2ccco2)CC1
[27] O=S(=O)(NCC1CCCO1)c1cnc(Cl)c(Cl)c1 (stereo unspecified)
[28] COc1ccc(/C=C/C(=O)OCC(=O)c2c(C)[nH]c3ccccc23)cc1OC
[29] Cc1cc(=O)oc2cc(OCCSCCN3CCCC3)ccc12
[30] CCn1ccc(C(=O)Nc2ccccc2Cl)n1
[31] CC(=O)Nc1nc(C2CC2)cc(-c2ccccc2)c1C#N
[32] O=[N+]([O-])c1c(NCCO)cc(Sc2nc3ccccc3s2)c2nonc12
screen / no.,25,26,27,28,29,30,31,32
XIAP displacement,-0.1%,-5.5%,-0.9%,-1.7%,·,-9.8%,-4.3%,-1.4%
ER stress rescue,-0.8%,-5.2%,-0.8%,0.4%,·,-2.7%,1.7%,-7.9%
Yfh1-depleted yeast,i,i,i,i,i,i,i,i
PMI inhibition,-5%,8%,2%,11%,·,-10%,0%,38%
P. falciparum M17LAP,9%,6%,-18%,-9%,-1%,·,-1%,-28%
M1AAP inhibition,-1%,6%,-4%,4%,3%,·,-4%,1%
West Nile antiviral,-1.2%,2.2%,-0.2%,0.6%,-1.3%,-0.6%,0.3%,?
SIAH1 antagonists,-4%,-2%,-1%,-3%,-3%,4%,-1%,66%
PhoP inhibition,-4%,14%,1%,4%,-3%,·,-4%,-1%

[33] COc1ccccc1NC1SC(=O)N(c2ccccc2)C1=O (stereo unspecified)
[34] Cc1nc(CSc2ccc(Cl)cc2)cc(N2CCOCC2)n1
[35] CCC(C)Nc1nc(Cl)nc(N(C#N)CN2C(=O)c3ccccc3S2(=O)=O)n1 (stereo unspecified)
[36] O=C(Nc1cccc2c1CCCC2)C1CCN(C(=O)NC2CCCCC2)CC1
[37] O=C(N/N=C/C=C\c1ccccc1[N+](=O)[O-])c1cc(-c2ccc3ccccc3c2)n[nH]1
[38] O=[N+]([O-])c1ccc(SCc2ccco2)cc1N1CCOCC1
[39] Cc1cc(C(=O)Nc2ncn[nH]2)ccc1[N+](=O)[O-]
[40] COc1ccccc1NC(=S)NCc1ccco1
screen / no.,33,34,35,36,37,38,39,40
XIAP displacement,-2.1%,-10%,-1.8%,3.1%,-0.7%,-11%,-18%,-20%
ER stress rescue,-0.7%,-0.6%,-0.5%,1.0%,-1.4%,-0.4%,3.1%,-4.5%
Yfh1-depleted yeast,i,i,i,i,i,i,i,i
PMI inhibition,7%,34%,10%,-4%,5%,1%,14%,-7%
P. falciparum M17LAP,3%,-21%,0%,9%,0%,2%,13%,6%
M1AAP inhibition,5%,7%,5%,8%,1%,3%,-1%,13%
West Nile antiviral,-0.6%,-0.2%,-0.5%,0.3%,-1.1%,-0.8%,-0.1%,1.4%
SIAH1 antagonists,2%,0%,-5%,1%,6%,-2%,2%,-2%
PhoP inhibition,-13%,-8%,0%,2%,-4%,1%,-5%,-7%

[41] Cc1ccc(S(=O)(=O)c2c(C)nn(-c3ccccc3)c2OC(=O)c2ccc(Br)o2)cc1
[42] COC(=O)c1ccccc1OCCOCCOc1cccc2cccnc12
[43] CCCc1[nH]nc2c1C(c1ccc(O)c(OC)c1)C(C#N)=C(N)O2 (stereo unspecified)
[44] CCN(CC)CC(=O)Nc1sc2c(c1C(=O)c1ccccc1C)CCC2
[45] Cn1cnc(S(=O)(=O)N2CCN(c3ccc(F)cc3)CC2)c1
[46] Cc1cc(Br)ccc1OCC(=O)NNC(=O)c1ccc(NC(=O)C2CC2)cc1
[47] COC(=O)CSc1nc(N)c(C#N)c(CC(C)C)c1C#N
[48] CCCCS(=O)(=O)N1C2=NC(C(=O)OC)=C(C(=O)OC)[C@@H]3N(C)c4ccc(OC)cc4[C@]23C[C@H]1C(=O)OC
[49] CC(=O)NNc1nc(-c2ccc(NC(C)=O)cc2)cs1
[50] CC1=C(C#N)C(c2ccc(O)cc2)C2=C(CCCC2=O)N1 (stereo unspecified)
screen / no.,41,42,43,44,45,46,47,48,49,50
XIAP displacement,-10%,-12%,-2.6%,0.3%,·,-0.3%,-4.5%,·,-6.3%,-8.0%
ER stress rescue,2.0%,-3.0%,-0.6%,0.7%,·,1.3%,-2.3%,·,-1.6%,-0.2%
Yfh1-depleted yeast,i,i,·,i,i,·,i,i,i,i
PMI inhibition,-18%,0%,18%,·,·,-5%,1%,·,-1%,10%
P. falciparum M17LAP,21%,17%,29%,12%,-1%,8%,-12%,0%,15%,-43%
M1AAP inhibition,2%,1%,10%,2%,12%,-6%,12%,6%,8%,7%
West Nile antiviral,0.0%,-0.3%,·,-1.2%,-0.5%,·,-0.5%,-0.3%,0.1%,-0.3%
SIAH1 antagonists,-3%,-3%,-1%,-6%,3%,2%,-2%,-1%,-5%,6%
PhoP inhibition,-8%,2%,5%,-8%,-1%,1%,-6%,12%,9%,-2%
